Compound activity: PubChem BioAssay, National Center for Advancing Translational Sciences (NCATS)
GAA inh: inhibitors of human lysosomal alpha-glucosidase. P10253. purified human GAA, 4-MU-alpha-glucoside fluorescence. Potency, µM (highest dose often 76.9 µM), without a hit: top-dose activity change, negative = inhibition, actives largely listed as inhibitors. hit rate 0.005% among 200,000. AID 1466;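 further: plate controls were uninhibited enzyme wells for no effect and no-enzyme background for full effect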
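Read-out is 4-methylumbelliferone fluorescence (Ex 365/Em 440 nm) after NaOH/glycine stop at pH 10. Enzyme 4 nM, substrate 400 uM, pH 5.0 citrate buffer, 20 min room temperature; AC50 from Hill-equation concentration-response.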
aGlu spleen mod: inhibitors or activators of human alpha-glucosidase in spleen homogenate. AID 2112. human spleen homogenate, 4-MU-alpha-glucoside fluorescence. hit rate 0.006% among 240,000. Potency, µM (doses to about 79.9 µM), for inactives: at the highest dose activity change, negative = inhibition, hits mostly inhibitors;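 further: 0% = enzyme with vehicle and -100% = no enzyme basal signal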
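Compounds were titrated against alpha-glucosidase in spleen homogenate at pH 5.0, with 1 mM 4-methylumbelliferyl substrate for 40 min at 37 C. Reactions were quenched with pH 10 NaOH/glycine and fluorescence measured.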
HTT ATP protect: cytoprotection in Huntington HTT-Q103 PC12 cell model; PC12 HTT-Q103 induced, cytoprotection, ATP luminescence, 40 h; Potency, µM (top dose mostly 56.4 µM), inactives show cytoprotection (ATP increase), usual class: activators; hit rate 0.14% among 230,000;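 further: % of control where 0% means no effect; nearly all actives have a fitted effect of over 45% in size; toxic huntingtin expression switched on by the ecdysone agonist tebufenozide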
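Compounds added alongside 100 nM tebufenozide, which induces toxic Q103 huntingtin exon 1-GFP in stable PC12 cells; surviving cells quantified by luminescent ATP measurement. Medium: phenol red-free DMEM, 5% equine and 5% calf serum.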
Tau ThT inhib: inhibitors of human tau fibril formation, thioflavin T binding. P10636. recombinant tau K18 P301L, heparin-induced fibrillization, ThT fluorescence. Potency, µM (top dose mostly 57.4 µM), for inactives: top-dose activity, negative = inhibition, most hits filed as inhibitors. hit rate 2.1% among 270,000. AID 1460; further: on the % scale 0 is the no-effect control and ±100 the full control effect; nearly all actives have a fitted effect of over 55% in size
Target sequence (P10636 561-689 P618L limits assumed): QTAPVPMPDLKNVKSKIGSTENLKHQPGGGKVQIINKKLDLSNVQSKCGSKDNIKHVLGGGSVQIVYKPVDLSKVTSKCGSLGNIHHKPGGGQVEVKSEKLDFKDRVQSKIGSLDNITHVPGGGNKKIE
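Tau K18 P301L fragment (15 uM unlabeled plus 0.24 uM Alexa 594-labeled) in 100 mM sodium acetate pH 7 with compound, fibrillization induced by 20 uM heparin for 6 hr at 37 C. Thioflavin T (30 uM) added, fluorescence read after 1 hr (ex 450, em 510 nm).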
Tau fluor cs: counter-screen for tau fibril formation inhibitors; tau K18 P301L Alexa594 fluorescence, heparin fibrillization; Potency, µM (top dose mostly 57.7 µM), without a hit: top-dose activity change, negative = decrease; hit rate 0.93% among 280,000; further: on the % scale 0 is the no-effect control and ±100 the full control effect; nearly all actives have a fitted effect of over 55% in size
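Human tau K18 P301L (15 uM unlabeled, 0.24 uM Alexa 594-labeled) in 100 mM sodium acetate pH 7 with 20 uM heparin, 6 hr at 37 C. ThT 30 uM added, 1 hr ambient; Alexa 594 FP and total fluorescence read at 555/632 nm.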
GAA glycogen mod: alters human alpha-glucosidase cleavage of glycogen; P10253; recombinant GAA, glycogen substrate, Amplex Red glucose oxidase fluorescence; Potency, µM (highest dose often 76.4 µM), without a hit: top-dose activity change, negative = inhibition, most hits filed as inhibitors; hit rate 0.38% among 300,000; AID 2100;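 further: 0% = full enzyme reaction and -100% = no-enzyme basal signal; the screen sought inhibitors and activators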
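Recombinant human enzyme (4 nM); glycogen substrate; 37 C, 40 min, pH 5.0. Readout: coupled glucose oxidase/Amplex Red fluorescence.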
Tau FP inhib: tau fibrillization inhibition (FP) | P10636 | K18 P301L tau heparin fibrillization, Alexa594 FP, 6 h | Potency, µM (highest dose often 57.7 µM), for inactives: top-dose activity, negative = inhibition, hits mostly inhibitors | hit rate 0.39% among 280,000 | AID 1468; further: on the % scale 0 is the no-effect control and ±100 the full control effect; nearly all actives have a fitted effect of over 55% in size
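K18 P301L tau (15 uM unlabeled/0.24 uM Alexa 594-labeled, final) + compound + heparin 20 uM final; 100 mM NaOAc pH 7; 6 hr 37 C; ThT 30 uM final added, 1 hr RT; FP ex 555/em 632 nm.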
aGal spleen mod: inhibits or activates alpha-galactosidase in human spleen homogenate | P06280 | human spleen homogenate, 4MU-alpha-Gal fluorescence, 40 min | Potency, µM (highest dose often 80 µM), for inactives: at the top dose activity change, negative = inhibition, most hits filed as inhibitors | hit rate 0.008% among 240,000;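 further: 0% = enzyme with vehicle and -100% = no enzyme basal signal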
Target sequence (P06280 32-429 limits assumed): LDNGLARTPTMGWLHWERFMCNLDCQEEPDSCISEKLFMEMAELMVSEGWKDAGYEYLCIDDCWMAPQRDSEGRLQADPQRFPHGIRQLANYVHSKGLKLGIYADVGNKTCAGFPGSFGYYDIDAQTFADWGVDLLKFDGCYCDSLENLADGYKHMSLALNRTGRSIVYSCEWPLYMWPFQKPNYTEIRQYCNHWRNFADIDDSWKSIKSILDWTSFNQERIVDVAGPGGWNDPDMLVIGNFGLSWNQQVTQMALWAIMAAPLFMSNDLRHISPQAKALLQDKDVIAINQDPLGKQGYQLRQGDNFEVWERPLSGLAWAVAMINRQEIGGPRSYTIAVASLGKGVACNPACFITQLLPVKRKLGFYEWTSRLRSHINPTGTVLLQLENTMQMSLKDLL
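Human spleen homogenate (1 ug) was the enzyme source, with 4-methylumbelliferyl-alpha-D-galactopyranoside (1 mM final) in pH 5.0 citrate buffer with 0.01% Tween-20. Compounds were titrated; after 40 min at 37C, NaOH/glycine stop, 4-MU fluorescence read; AC50 from Hill fits.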
Active calls of the source: *; ? = inconclusive; / = no result given; & = joins results of further samples; [ ] = remark or other dose. The call rests on the fitted dose curve; in most records, active means well fitted curve in the direction sought with a large enough effect; inconclusive means small, poorly fitted or top-dose-only effect, or another doubt; inactive means no such curve, though single readings can be large; an effect the other way counts as inactive or inconclusive. Potency means the concentration at half of the fitted maximal effect.

SMILES	GAA inh	aGlu spleen mod	HTT ATP protect	Tau ThT inhib	Tau fluor cs	GAA glycogen mod	Tau FP inhib	aGal spleen mod
CN1CCc2nc3ccccc3c(C(=O)OCC(=O)N(CCC#N)c3ccccc3)c2C1	3%	11%	-59%	-17%	-9%	4%	?	10%
O=C(CCNC(=O)c1ccco1)Nc1cccc(Br)c1	3%	3%	1%[10 µM]	-2%	5%	4%	4%	2%
Cc1cc(NC(=O)COc2ncnc3sc(C)c(C)c23)no1	3%	-8%	-5%[0.074 µM]	-7%	2%	2%	6%	-3%
Nc1nc2c(ncn2[C@@H]2O[C@H](COP(=O)(O)OP(=O)(O)OP(=O)(O)O)[C@@H](O)C2O)c(=O)[nH]1 (some centres not stated)	/	2%	-91%[inhibitor]	2%	0%	/	-4%	-7%
Cc1ccc(CNC(=O)CSc2ccc(-c3sc(-c4ccccc4)nc3C)nn2)cc1	/	/	/	10%	-4%	2%[76.3 µM]	-1%	/
CC1(C)CC(=O)C=C(Nc2ccc(F)cc2)C1	1%	0%	-2%[10 µM]	1%	-1%	2%	0%	2%
COc1cc(C(=O)N(CCc2ccccc2)C2CC3CCC(C2)N3C)cc(OC)c1OC (configuration not stated)	-7%	-1%	15%	-9%	5%	4%	-1%	0%
COc1cccc(CNC(=O)C2CCC(CNS(=O)(=O)c3cccs3)CC2)c1 (configuration not stated)	/	/	/	-3%	-4%	-18%[76.3 µM]	-2%	/
O=C(Nc1cccc(Cl)c1N1CCOCC1)c1ccc([N+](=O)[O-])o1	/	-2%	-11%[10 µM]	/	2%	2%	1%	-1%
CCOC(=O)c1ccc(-c2ccc(C3Nc4ccccc4C(=O)N3O)o2)cc1 (configuration not stated)	7%	-8%	22%[10 µM]	?	-18%	?	13%	-5%
COc1ccc(CCCC(=O)NCc2ccccc2)cc1C	-4%	5%	-14%[10 µM]	-1%	-2%	1%	-1%	8%
C/C(=C\C(=O)C(F)(F)F)Nc1ccc(C)cc1	-2%	0%	/	-3%	-1%	9%	?	-6%
CCc1c(O)nc(SCC(=O)Nc2ccc(C)cc2)n(C2CCCCC2)c1=O	-7%	-2%	-33%[0.074 µM]	-12%	-12%	-6%	3%	2%
N[C@@H](Cc1ccc(O)cc1)C(=O)O	/	5%	-25%	-5%	-3%	/	-4%	2%
Cc1ccc(C)c(NC(=O)C(Cc2ccccc2)N2Cc3ccccc3C2=O)c1 (configuration not stated)	/	/	/	-13%	-9%	-10%[76.3 µM]	2%	/
CC(=O)c1ccc(NC(=O)Nc2sc(NS(=O)(=O)c3ccccc3)nc2C)cc1	10%	4%	-4%[10 µM]	?	?	?	6%	0%
Cc1cccc2sc(NC(=O)CN(C)S(=O)(=O)c3ccc(Br)s3)nc12	-5%	-6%	-3%	-10%	?	-19%	-10%	1%
CCOC(=O)c1c(C)nc2ccccn12	-8%	0%	4%	-10%	-2%	-6%	-1%	9%
CC(=O)Nc1nc(SCCCc2ccccc2)n[nH]1	4%	0%	3%	-2%	2%	-12%	6%	5%
CCS(=O)(=O)CCSC1OC(COC(C)=O)C(OC(C)=O)C(OC(C)=O)C1OC(C)=O (configuration not stated)	1%	5%	-2%[10 µM]	-6%	-2%	3%	-4%	4%
COC(=O)c1sc(S(=O)(=O)NCCC(=O)O)c(C(=O)OC)c1C	7%	-4%	/	4%	3%	28%	-4%	1%
COc1ccc(Cn2nnc(C(=O)Nc3ccc(F)cc3)c2N)cc1	-9%	-7%	-5%	-7%	-8%	3%	-6%	5%
COc1cc(Cl)c(S(=O)(=O)N2CCN(c3c(C)cccc3C)CC2)cc1Cl	/	/	/	3%	-18%	-9%[76.3 µM]	-7%	/
Cc1nn(-c2ccccc2)nc1CNC(=O)C(C)Cc1ccccc1 (configuration not stated)	-9%	-20%&5%	-88%[inhibitor]	-6%&-1%	-10%&-8%	0%	-5%&-3%	3%&3%
CC(C)n1c(SCC(=O)N2c3ccccc3Sc3ccccc32)nc2c1c(=O)n(C)c(=O)n2C	-2%	7%	-22%	-10%	-2%	8%	-1%	5%
New compounds follow.
SMILES	GAA inh	aGlu spleen mod	HTT ATP protect	Tau ThT inhib	Tau fluor cs	GAA glycogen mod	Tau FP inhib	aGal spleen mod
Cc1ccc(C)c(N2CCN(C(=O)c3cc(S(=O)(=O)N4CCCC4)c[nH]3)CC2)c1	/	/	/	-10%	-13%	-18%[76.3 µM]	6%	/
Nc1c(C(=O)Nc2ccccc2F)sc2nc(-c3ccco3)ccc12	-14%	-4%	-18%	?	?	-7%	0%	-5%
CC1(C)CC(CCNC(=O)c2ccc(-n3cnnn3)cc2)CC(C)(C)N1	-5%	3%	1%	11%	-2%	10%	5%	5%
O=C(O)CCn1nnc(-c2cccs2)n1	-10%	-1%	-12%[10 µM]	-1%	-7%	2%	-3%	-2%
N#Cc1ccc(Oc2cccc(C(=O)O)c2)cc1C#N	2%	-18%	-5%	0%	0%	18%	0%	-12%
COC(=O)C1CCN(C2=C(NS(=O)(=O)c3ccc(Cl)cc3)C(=O)c3ccccc3C2=O)CC1	/	2%	-14%[10 µM]	14µM*	?	-18%	-14%	7%
CCOC(=O)C(=O)Nc1ccc(OC)c(Cl)c1	3%	-4%	/	2%	4%	-4%	1%	1%
O=[N+]([O-])c1cc(S(=O)(=O)NC2=NCCCCC2)ccc1NCC1CCCCC1	?	6%	-14%	?	-23%	-25%	9%	-1%
COC(=O)c1ccc(C(=O)OC)c(NC(=O)CN2CCN(c3ccc(OC)cc3)CC2)c1	-2%	-7%	0%	-20%	-17%	-5%	13%	-9%
O=C1C2CCCN2C(c2ccc(F)cc2)N1c1nccs1 (configuration not stated)	-7%	-3%	-26%	?	-4%	-5%	-11%	-2%
OC(COc1cccc2ccccc12)CN1CCN(c2ccccc2)CC1 (configuration not stated)	/	-1%	12%[10 µM]	?	-19%	-12%	?	-4%
CC(=O)NC(CCS(C)(=O)=O)C(=O)Nc1ccc2c(c1)OCCO2 (configuration not stated)	-1%	-3%	-8%[10 µM]	-4%	-1%	-5%	2%	3%
CC(C)(C)n1nnnc1C(c1ccc(Cl)cc1)N(Cc1cccnc1)Cc1ccco1 (configuration not stated)	-6%	-3%	-14%[10 µM]	?	-18%	-10%	-14%	-2%
CC(=NC1CC1)c1c(-c2ccccc2)[nH]n(-c2nc3ccccc3s2)c1=O	-12%	-1%	-13%	?	-16%	5%	-1%	-3%
O=C(O)c1ccc(CS(=O)(=O)c2cccc(C(F)(F)F)c2)o1	-7%[15.4 µM]	9%	-10%[0.074 µM]	-12%	-10%	0%	5%	-3%
Cc1cccc(/C=N/c2sc3c(c2C(=O)OC(C)(C)C)CCN(C)C3)c1O	?	2%	15%[10 µM]	?	-13%	8%	1%	3%
NC(=O)NNC1=Nc2cccc3cccc1c23	4%	-5%	31%	?	-13%	?	7%	-7%
CNC(=S)N/N=C/c1c(C)nn(-c2ccccc2)c1Cl	3%	-2%	-33%	-4%	-7%	-9%	-2%	-5%
COc1ccccc1N1CCN(C(=O)c2ccc(NS(=O)(=O)c3ccc(C)cc3)cc2)CC1	7%	4%	-11%	?	-27%	6%	0%	8%
O=C(O)C1C2C=CC(C2)C1C(=O)NCc1cccs1 (configuration not stated)	?	2%	/	-1%	1%	21%	5%	-1%
Cn1nc(C(=O)NCc2cccc(Cl)c2)c2c1-c1ccccc1S(=O)(=O)C2	/	/	/	10%	9%	-5%&4%[76.3 µM]	7%	/
Cc1nnc(SCc2ccc(Cl)cc2Cl)[nH]c1=O	1%	-7%	1%	-3%	2%	11%	9%	7%
COc1ccc2cc3c(N)nn(C(=O)Cc4c[nH]c5ccccc45)c3nc2c1	/	0%	3%[10 µM]	/	20µM*[quencher]	-18%	3%	-3%
C=CCN(CC=C)C(=O)CN1C(=O)c2ccccc2C1=O	-5%	-14%	8%[10 µM]	2%	-1%	3%	-3%	2%
CCOc1cc(C(N)=O)cc(Br)c1OCC	-5%	-1%	-13%	-15%	-6%	-16%	-7%	-2%

Exported with bars between the fields: part of the list above
compound | GAA inh | aGlu spleen mod | HTT ATP protect | Tau ThT inhib | Tau fluor cs | GAA glycogen mod | Tau FP inhib | aGal spleen mod
CC(=O)NC(CCS(C)(=O)=O)C(=O)Nc1ccc2c(c1)OCCO2 (configuration not stated) | -1% | -3% | -8%[10 µM] | -4% | -1% | -5% | 2% | 3%
COC(=O)c1ccc(C(=O)OC)c(NC(=O)CN2CCN(c3ccc(OC)cc3)CC2)c1 | -2% | -7% | 0% | -20% | -17% | -5% | 13% | -9%
CC(=NC1CC1)c1c(-c2ccccc2)[nH]n(-c2nc3ccccc3s2)c1=O | -12% | -1% | -13% | ? | -16% | 5% | -1% | -3%
COc1cccc(CNC(=O)C2CCC(CNS(=O)(=O)c3cccs3)CC2)c1 (configuration not stated) | / | / | / | -3% | -4% | -18%[76.3 µM] | -2% | /

Other structures follow:
SMILES	GAA inh	aGlu spleen mod	HTT ATP protect	Tau ThT inhib	Tau fluor cs	GAA glycogen mod	Tau FP inhib	aGal spleen mod
COc1ccc(OC)c(NC(=S)NCc2cccs2)c1	-7%	3%	29%[10 µM]	2%	2%	-14%	4%	6%
COC(=O)CN1C(C(=O)c2ccccc2)=C(OC(=O)c2ccccc2)c2ccccc2S1(=O)=O	/	/	/	?	-9%	9%[76.3 µM]	?	/
COC(=O)c1ccc(NC(=S)N2CCN(Cc3ccccc3OC)CC2)cc1	6%	-1%	-17%[10 µM]	-18%	-25%	-12%	-3%	-3%
CC(C(=O)Nc1cc([N+](=O)[O-])ccc1Cl)N1CCN(c2ccccc2O)CC1 (configuration not stated)	1%	-9%	20%[1.9 µM]	-11%	?	?	7%	2%
Cc1ccccc1C(=O)N1CCN(c2ccc(NC(=O)c3cccnc3)cc2)CC1	-1%	-9%	-20%	-15%	-17%	1%	1%	5%
Cc1cc(NC(=O)C2CC(c3ccccc3Cl)=NO2)no1 (configuration not stated)	-7%	-22%	19%	-5%	-6%	2%	2%	-1%
COC(=O)c1ccc2c(=O)n(CCCCCC(=O)NCc3ccccc3)c(=O)[nH]c2c1	?	3%	-22%	18%&-5%	12%&1%	2%	?	9%
